Screening results as filed in PubChem.
V1R ag counter: agonists of human V1a receptor, primary screen, counter-screen for OXTR agonist project, fluorescence, CHO-V1R cells; Fluo-8 calcium fluorescence, agonist mode; 0% DMSO, 100% 3 nM vasopressin; activation, % at 3 µM; actives 0.25% (n = 320,000); AID 2797, 2010;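 active = activation above the mean activation of all tested compounds plus 3 SD, per screening run, cut at about 20% in these data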;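 note: signal is peak over basal fluorescence ratio across a 100 second FLIPR read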
OXTR potentiator: human OXTR potentiators, primary screen, fluorescence, CHO-OTR cells, Fluo-8 calcium. Oxytocin receptor (Homo sapiens), P30559. Fluo-8 calcium fluorescence, potentiator mode; 0% = oxytocin EC15, 100% = EC100. activation, % at 3 µM. actives 0.061% (n = 320,000). AID 2445, 2010;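 active = activation above that plate's cutoff, the mean activation of tested compounds plus 3 SD, cut at about 6.6% in these data, passing the limit was not always enough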;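 note: 100% uses oxytocin at 75 nM as the full agonist control; some results filed as inactive read as strong as hits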
Target sequence (P30559 whole entry, looked up): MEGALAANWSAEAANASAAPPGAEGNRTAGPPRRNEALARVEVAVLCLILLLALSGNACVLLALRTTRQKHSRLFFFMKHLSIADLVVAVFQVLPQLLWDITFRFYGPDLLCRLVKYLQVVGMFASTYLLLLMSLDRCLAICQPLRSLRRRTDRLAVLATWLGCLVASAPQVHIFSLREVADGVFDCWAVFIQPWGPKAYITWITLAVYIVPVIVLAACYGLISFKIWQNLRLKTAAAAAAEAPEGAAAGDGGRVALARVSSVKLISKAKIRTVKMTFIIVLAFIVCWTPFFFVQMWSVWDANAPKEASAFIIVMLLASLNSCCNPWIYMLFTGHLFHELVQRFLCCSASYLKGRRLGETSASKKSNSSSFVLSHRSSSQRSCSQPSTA
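System: human OTR in CHO cells / Also added: sub-maximal oxytocin, roughly EC15 / Control set: EC15 oxytocin low, 75 nM oxytocin high / Schedule: 6 min compound pre-incubation at room temperature, 100 s kinetic read / Compound: single-point 3.0 µM / Replication: singlicate / Technique: Fluo-8 calcium dye fluorescence / Read-out basis: % activation of max/min ratio relative to oxytocin controls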
OXTR ag: human OXTR agonists, primary screen, fluorescence, CHO-OTR cells, Fluo-8 calcium. Fluo-8 calcium fluorescence; normalized: DMSO 0%, oxytocin 100%. activation, % at 3 µM. actives 0.32% (n = 320,000). AID 2435, 2010;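 active = activation above the mean of all tested compounds plus 3 SD, cutoff set per screening run, cut at about 20% in these data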;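 note: peak over basal fluorescence ratio from a 100 s FLIPR kinetic read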
CHO parental Ca: ATP-evoked calcium signal inhibitors, parental CHO, primary screen, counter-screen for OX1R antagonist project, cell-based, fluorescence, Fluo-8 calcium dye. inhibition, % at 5.6 µM. parental CHO-K1, ATP-induced calcium, Fluo-8 fluorescence. AID 463079, 2010. actives 0.63% (n = 330,000);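 active = inhibition above that plate's mean sample inhibition plus 3 SD, cut at about 26% in these data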;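 note: 0% = ATP-challenged DMSO wells and 100% = DMSO wells without ATP; some compounds past the cut are filed as inactive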
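test system = CHO parental line | reagent = ATP stimulus | measured by = intracellular calcium via Fluo-8 no-wash fluorescent dye | control set = ATP and no-ATP DMSO wells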
M1 PAM parental: nonselective calcium activators in parental CHO-K1 cells, primary screen, counter-screen for M1 PAM project, cell-based, Fluo-8 calcium fluorescence, full deck, 1536-well; actives 0.02% (n = 360,000); AID 602247, 2012; ATP EC20; 0% at ATP EC20, 100% at ATP max; activation, % at 3 µM;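 active = activation above the run cutoff, the mean activation of all test compounds plus 3 SD, cut at about 40% in these data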;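 note: peak over basal fluorescence ratio in a 140 s read after ATP addition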
TAAR1 antag: human TAAR1 antagonists, primary screen, Fluo-8 calcium fluorescence, CHO RD-HGA16 cells; Trace amine-associated receptor 1 (Homo sapiens), Q96RJ0; antagonist; inhibition, % at 3 µM; actives 1.5% (n = 360,000); AID 624466, 2012;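 active = inhibition above a per-plate cutoff, the mean inhibition of test compounds on that plate plus 3 SD, cut at about 49% in these data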;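 note: 0% = DMSO plus EC80 beta-PEA response and 100% = DMSO alone without agonist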
Target sequence (Q96RJ0 whole entry, looked up): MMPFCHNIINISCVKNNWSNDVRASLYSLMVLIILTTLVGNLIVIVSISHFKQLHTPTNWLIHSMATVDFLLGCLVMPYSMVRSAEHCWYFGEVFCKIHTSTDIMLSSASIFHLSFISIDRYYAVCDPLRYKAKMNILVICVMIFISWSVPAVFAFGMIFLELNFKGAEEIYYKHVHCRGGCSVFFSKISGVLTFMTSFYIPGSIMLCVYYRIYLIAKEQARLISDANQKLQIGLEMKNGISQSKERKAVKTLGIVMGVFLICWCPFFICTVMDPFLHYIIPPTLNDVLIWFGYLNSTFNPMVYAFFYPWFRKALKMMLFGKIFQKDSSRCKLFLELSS
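Test system: RD-HGA16 CHO cells with stable hTAAR1 and Gα16 / Probe or stimulus: EC80 β-phenethylamine stimulus / Times: seeding 17-24 h prior, 75-min 37 °C, 30-min RT dye loading / Detection: Fluo-8 calcium-sensitive fluorescence / Read-out basis: % inhibition scaled between DMSO and EC80 PEA controls / Repeats: singlicate, one well per test compound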
CHO-K1 Ca antag: M1 antagonist counterscreen hit in parental CHO-K1 cells; inhibition, % at 3 µM; actives 0.6% (n = 360,000); ATP-induced calcium, Fluo-8 fluorescence;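 active = inhibition above a per-plate cutoff, the plate's mean sample inhibition plus 3 SD, cut at about 24% in these data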;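 note: 0% = DMSO plus EC80 ATP and 100% = DMSO alone without ATP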
GPR7 antag: GPR7 receptor antagonists, primary screen, cell-based, fluorescence, single concentration | Neuropeptides B/W receptor type 1 (Homo sapiens), P48145 | GPR7-expressing cells, fluorescence antagonist assay | inhibition, % at 4.4 µM | actives 1.1% (n = 290,000); in the data active = inhibition above about 16%, passing the limit was not always enough;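 note: cells stimulated with the agonist NPW; 0% = agonist with vehicle and 100% = vehicle without agonist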
Target sequence (P48145 whole entry, looked up): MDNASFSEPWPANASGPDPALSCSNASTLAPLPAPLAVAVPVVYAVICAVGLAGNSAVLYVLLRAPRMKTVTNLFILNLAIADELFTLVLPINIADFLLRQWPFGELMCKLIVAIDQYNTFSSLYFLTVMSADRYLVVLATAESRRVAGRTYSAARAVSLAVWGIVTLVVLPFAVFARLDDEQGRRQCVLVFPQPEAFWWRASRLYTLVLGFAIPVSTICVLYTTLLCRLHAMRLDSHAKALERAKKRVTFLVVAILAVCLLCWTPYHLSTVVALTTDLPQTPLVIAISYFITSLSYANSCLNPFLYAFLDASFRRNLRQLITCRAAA
M1 ag parental: counter-screen for M1 agonists: effect in parental CHO-K1 cells; actives 0.48% (n = 360,000); activation, % at 3 µM; Fluo-8 calcium fluorescence; scaled to maximal ATP response, vehicle zero; AID 602248, 2012; in the data active = activation above about 15%;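 note: untransfected CHO-K1 host cells lacking M1 receptor as counterscreen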
The depositor's hits bear a star; nt = no result given. Random draw from the library; about 3.5% have a hit in one of these screens.

SMILES	V1R ag counter	OXTR potentiator	OXTR ag	CHO parental Ca	M1 PAM parental	TAAR1 antag	CHO-K1 Ca antag	GPR7 antag	M1 ag parental
N#CC1(NC(=O)COC(=O)CCCN=C2NS(=O)(=O)c3ccccc32)CCCCC1	0.2	-6	1.1	-6	8	-7	6	-8	0.6
COC(=O)[C@@]1(Sc2ccc(C)cc2)CC(=O)N(C(=O)CCc2ccccc2)[C@@H]1c1ccccc1	nt	nt	nt	nt	15	19	-19	nt	2.2
O=C(NNS(=O)(=O)c1ccc2ccccc2c1)c1cccnc1	0.6	-3	1.9	-10	-10	0	13	-4	1.3
O=C1Nc2ccccc2C12Nc1ccccc1S2 (stereo not drawn)	0.3	0	-0.4	-6	nt	nt	nt	-14	nt
O=C1CC(N2CCN(c3ccccc3Cl)CC2)C(=O)N1c1ccccc1 (stereo not drawn)	0.8	-10	2.1	-7	12	0	-7	-3	1.5
O=C(NCc1ccc(Cl)cc1)c1n[nH]c([N+](=O)[O-])c1Cl	4.3	-11	0.4	-13	5	8	5	-12	6.6
Cc1ccc(C(=O)NCCc2ccccc2)cc1N1CCCC1=O	0.8	-4	0.3	-1	5	nt	-13	-3	0.9
Cc1cccc(NC(=O)C2CCCN(C(=O)Nc3ccccc3)C2)c1C (stereo not drawn)	0.1	2	0.3	-16	24	5	-9	6	0.6
CC(C#N)(NC(=O)CN1CCN(S(=O)(=O)c2ccccc2Cl)CC1)C1CC1 (stereo not drawn)	1.0	-2	1.8	-15	-9	-17	0	nt	0.7
O=C(Nc1ccon1)c1cccc(S(=O)(=O)N2CCCC2)c1	0.6	3	0.1	-3	5	2	-3	-13	8.3
Cc1ccc(C(=O)NC(Cc2cccc(F)c2)C(=O)O)cc1 (stereo not drawn)	nt	nt	nt	-5	7	-9	-11	nt	0.1
COc1cccc(CSc2nc3ccccc3[nH]2)c1	5.4	-9	2.1	-12	18	4	-4	-3	6.6
CCn1cc(C(=O)NC2CCCCC2)c(=O)c2cc(S(=O)(=O)N(C)C)ccc21	0.3	-5	-0.6	1	-6	16	2	-5	-0.3
CN1CCN(CCP(=O)(c2ccccc2)c2ccccc2)CC1	0.2	-6	0.7	-8	13	-4	-6	0	0.0
COc1ccc(Cl)cc1NC(=S)N1CCCC1	0.2	-3	-0.1	-19	-4	12	5	0	-0.5
CCn1cc(C2N3CC4(C)CN2CC(C)(C3)C4=O)c2ccccc21 (stereo not drawn)	-0.1	-3	-0.4	1	17	5	-7	-4	-0.3
Cc1cccc(C)c1NC(=O)C1NC(=O)CC1c1ccccc1 (stereo not drawn)	0.4	-3	1.0	-12	17	-9	1	0	0.2
COc1cc(C2(c3ccc(O)c(OC)c3)C(=O)N(C)c3ccc(C)cc32)ccc1O	0.4	-5	2.0	-13	7	2	-5	nt	1.4
O=C(C1CCCO1)N1CCN(C(=S)NC2CC2)CC1 (stereo not drawn)	-0.4	-18	0.6	-11	19	-3	-20	-12	1.3
CC(=O)Nc1ccc(NC(=O)CN2CCN(c3ccccn3)CC2)cc1	1.2	-14	2.8	-8	3	1	-8	16	1.3
CCSc1nnc(SCC(=O)N2CCN(C(=O)c3ccco3)CC2)s1	0.2	3	-1.1	-14	-11	-5	7	-15	0.4
CCN(CC)CCCNC(=O)c1cc2c(-c3ccc(Cl)cc3)nn(C)c2s1	0.1	2	3.0	-20	-10	-13	12	-7	-0.1
Cc1nnc(NC(=O)CCSc2ccc(Cl)cc2)s1	-0.2	-5	-1.7	-12	14	-3	-8	13	-0.1
Cc1ccc(C)c(S(=O)(=O)Nc2ccc(C(N)=O)cc2)c1	1.5	0	1.4	1	5	-24	2	-4	0.5
CC(=O)NC(=S)Nc1ccccc1F	-0.1	-10	-0.7	16	-10	4	5	3	0.4
SMILES	V1R ag counter	OXTR potentiator	OXTR ag	CHO parental Ca	M1 PAM parental	TAAR1 antag	CHO-K1 Ca antag	GPR7 antag	M1 ag parental
COc1cc(OC)cc(OC)c1	nt	nt	nt	nt	10	-20	8	nt	0.3
COc1ccccc1C(=O)NCCC(=O)Nc1ncccc1C	0.2	-10	-0.1	-9	10	-18	10	-8	-0.2
O=C(COC(=O)/C=C/c1cccc([N+](=O)[O-])c1)NCc1ccco1	4.5	-5	4.4	-3	12	11	-18	-6	8.0
CCOc1cccc(CNCCO)c1OCc1ccc(Cl)cc1Cl	8.8	-8	9.9	-14	-8	4	10	2	2.6
Cc1ccc(C(=O)OCC(=O)NCC(F)(F)F)cc1C	0.3	-2	-0.6	-3	2	12	-3	1	0.5
CN1CCN(NC(=O)c2ccc(Cl)c([N+](=O)[O-])c2)CC1	0.3	-11	8.1	-2	1	-10	-12	6	0.3
CCCN(C(=O)COC(=O)Cn1c(=O)oc2ccccc21)c1c(N)n(Cc2ccccc2)c(=O)[nH]c1=O	-0.9	-11	-0.5	-2	-3	7	23	nt	-0.2
O=C(NC1CCN(S(=O)(=O)c2ccccc2)CC1)c1ccc(F)cc1	0.1	-9	-0.2	-10	7	4	-13	-8	0.5
COc1ccc(CC(=O)Nc2cc(S(=O)(=O)N3CCCCC3)ccc2N2CCN(C)CC2)cc1	3.0	-2	5.4	-12	28	5	-11	20*	1.8
COc1ccc(C(=O)N/C(=C\c2cn(C)c3ccccc23)C(=O)NCCCN2CCOCC2)cc1	1.1	-10	0.9	-9	9	-11	-2	-11	0.2
COc1ccc(NC(=O)c2ccc(-c3ccc(C)c4ccccc34)o2)cc1	1.1	-1	-1.2	-19	-11	9	1	9	-0.1
CS(=O)(=O)N1N=C(c2cccs2)CC1c1ccccc1O (stereo not drawn)	1.4	-10	1.0	1	10	15	-3	5	0.5
O=C(NCc1ccccn1)Nc1ccccc1C(F)(F)F	-0.3	-8	1.1	-5	-25	5	4	-9	0.2
N/C(=N/OS(=O)(=O)c1ccc([N+](=O)[O-])cc1)c1ccncc1	-0.1	-6	0.5	-8	8	-19	-15	-4	0.8
Cc1ccc(NC(=O)c2cccc3cccnc23)cc1	-0.9	-2	-2.2	-29	10	-12	-15	6	-0.4
O=S(=O)(c1cccc(C(F)(F)F)c1)c1ccc(O)cn1	1.1	-2	-1.2	-4	7	-1	-20	nt	0.6
C=CCOc1c(Cl)cc(/C=N/O)cc1OC	-0.6	6	-1.4	-8	7	-29	-13	-3	-1.0
CN(CC(=O)Nc1ccc(F)cc1)C(=O)Cn1nnc(-c2ccccc2)n1	2.3	1	0.8	-3	-7	7	-7	0	0.7
O=C1NC(=O)N(Cc2ccccc2)CC1Br (stereo not drawn)	nt	nt	nt	nt	13	6	-15	nt	1.2
CCOC(=O)c1sc(NC(=O)C2CC(=O)N(c3ccccc3C)C2)nc1C (stereo not drawn)	1.0	-8	1.0	-15	6	10	0	-6	7.1
CCCCN(C(=O)c1cc(Cl)nc2ccccc12)c1c(N)n(CCCC)c(=O)[nH]c1=O	0.3	5	-0.2	-17	-20	15	0	nt	-0.4
O=C(c1cccc(F)c1)N1CCN(C(=O)C(c2ccccc2)c2ccccc2)CC1	-1.3	-11	-2.2	-14	-14	-22	-1	0	-0.2
Cc1ccc2c(c1)N(CC(=O)NCC1CCCO1)C(=O)C(C)O2 (stereo not drawn)	-0.8	-2	1.1	-12	5	-4	-8	-10	-0.4
Cc1cc(C)n2c(Nc3c(C)cccc3C)c(-c3ccccn3)nc2n1	nt	nt	nt	nt	17	-2	-12	nt	4.2
O=c1oc2cc(O)c(Cl)cc2c2ccccc12	0.5	-2	1.3	-5	13	0	-4	-11	1.8

Single records, as listed above. Order of values: V1R ag counter	OXTR potentiator	OXTR ag	CHO parental Ca	M1 PAM parental	TAAR1 antag	CHO-K1 Ca antag	GPR7 antag	M1 ag parental
Profile of Cc1ccc(C(=O)OCC(=O)NCC(F)(F)F)cc1C → 0.3	-2	-0.6	-3	2	12	-3	1	0.5
Profile of C=CCOc1c(Cl)cc(/C=N/O)cc1OC → -0.6	6	-1.4	-8	7	-29	-13	-3	-1.0
Profile of O=C1NC(=O)N(Cc2ccccc2)CC1Br (stereo not drawn) → nt	nt	nt	nt	13	6	-15	nt	1.2

Carrying on:
SMILES	V1R ag counter	OXTR potentiator	OXTR ag	CHO parental Ca	M1 PAM parental	TAAR1 antag	CHO-K1 Ca antag	GPR7 antag	M1 ag parental
CCCCOCC1CC(CC#CCN2CCCCC2)C(=O)O1 (stereo not drawn)	nt	nt	nt	nt	7	-6	-5	4	1.0
Cc1ccc(S(=O)(=O)CCC(=O)Nc2ccccc2N2CCCC2)cc1	0.2	-5	-2.1	-15	5	-3	6	nt	0.1
CN(Cc1ccc(F)cc1)C(=O)c1ccc(NS(=O)(=O)c2ccccc2)cc1	-0.8	-12	-1.8	-2	-21	3	17	nt	0.5
Cn1cccc1CC(=O)NNC(=S)Nc1ccc(Cl)cc1Cl	-0.3	-11	-0.5	-4	18	-19	-17	-11	1.1
C=CC(=O)N1c2ccccc2Sc2ccc(NC(=O)OCC)cc21	-1.3	-11	-1.5	-6	22	-24	-9	2	0.7
COc1cc(Cl)ccc1OCc1cc(C(=O)N2CC[C@@H]3CCCC[C@H]3C2)no1	-0.7	-5	-2.6	-12	25	-13	31*	8	-0.1
CNc1cc(C)nc(N2CCOCC2)n1	-1.1	-9	0.9	0	-9	-25	11	-1	4.5
CCC(C(=O)N1CCN(C(=O)c2ccco2)CC1)n1sc2ccccc2c1=O (stereo not drawn)	2.2	-3	-1.3	-15	22	-14	-24	-11	0.4
COC(=O)c1cn(CC(=O)Nc2ccc(F)cc2)c2ccccc12	3.1	-6	1.0	-13	7	-5	-7	7	5.8
CCCC1(c2ccccc2)NC(=O)N(CC(=O)Nc2cc(C)on2)C1=O (stereo not drawn)	2.4	-9	2.0	3	14	8	-8	-3	1.8
CCCCOP(=O)(c1ccc(N(C)C)cc1)C(O)c1cc(OC)ccc1OC (stereo not drawn)	0.5	-16	10	-2	20	12	-4	-1	0.2
N#Cc1ccc(CN2C=NS(=O)(=O)c3ccccc32)cc1	1.1	2	1.5	-1	13	-7	-7	0	1.4
Cc1ccc(NC2=NCCCCC2)cc1C	0.6	-1	0.9	-5	25	-1	-8	-8	1.0
CCOC(=O)N1CCC(NC(=O)C2CCN(C(=O)N3CCOc4ccccc43)CC2)CC1	-0.5	-12	-0.4	-12	2	-5	-6	-6	0.9
CCOc1ccc(NC(=O)CSc2nc3cccnc3n2CCOC)cc1	0.9	0	-1.4	-21	8	6	-12	-1	0.4
